# m5-HT2A agonist = activates the mouse 5-HT2A serotonin receptor | activation, % at 7.6 µM | actives 0.66% (n = 360,000) | CHO-K1 mHTR2A beta-arrestin complementation, luminescence; percent of 30 µM serotonin response;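 active means activation above a run cutoff, the mean activation of all tested compounds plus 3 SD, cut at about 14% in these data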;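 further: 0% = plate median of compound wells and 100% = 30 µM serotonin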
# Target sequence (P35363 whole entry, looked up): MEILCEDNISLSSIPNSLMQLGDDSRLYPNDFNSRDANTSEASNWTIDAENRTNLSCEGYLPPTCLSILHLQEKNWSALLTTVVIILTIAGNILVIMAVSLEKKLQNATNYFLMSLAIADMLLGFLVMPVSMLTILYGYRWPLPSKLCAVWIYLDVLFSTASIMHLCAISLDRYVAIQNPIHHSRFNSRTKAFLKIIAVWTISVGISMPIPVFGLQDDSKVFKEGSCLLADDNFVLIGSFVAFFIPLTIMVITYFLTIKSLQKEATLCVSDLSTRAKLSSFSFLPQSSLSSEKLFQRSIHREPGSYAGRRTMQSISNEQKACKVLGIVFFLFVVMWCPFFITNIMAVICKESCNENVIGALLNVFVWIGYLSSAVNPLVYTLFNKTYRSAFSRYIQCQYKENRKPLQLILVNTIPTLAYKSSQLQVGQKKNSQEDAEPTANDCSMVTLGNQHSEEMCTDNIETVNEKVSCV
# aDG glyco act = increases alpha dystroglycan glycosylation. actives 0.22% (n = 360,000). Pro5-aDG cells, alpha-DG glycosylation AlphaScreen (IIH6); 0% Pro5, 100% B10-LARGE cell signal. activation, % at 10 µM. AID 624168;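 active means activation of at least 8% versus controls, or a plate z-score of at least 8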;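 further: Pro5 are CHO cells carrying HIG-tagged alpha-DG that lacks glycosylation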
# CaV13 ICDI inh = Disruptors of the CACNA1D IQ motif to Ca2+-dependent inactivation inhibitor domain association, primary screening, Förster resonance energy transfer in intact living … | HEK cells, CFP/YFP FRET ICDI-IQ, plate reader, 10 min; percent FRET-ratio fall versus neutral wells | inhibition, % at 12.3 µM | actives 0.098% (n = 340,000) | AID 743397;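 active means mean replicate inhibition of at least 30% and at least 1% of replicates passing that level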;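 further: 0% = median of the neutral control wells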
# Cardio protect = myocardial damage modulation in H9c2 cells. protection from H2O2 cell death, % at 20 µM. AID 588492. actives 0.63% (n = 360,000). H9c2 cardiomyocytes, H2O2 injury protection, ATPLite, 2 h;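 active means compounds giving at least 50% protection of heart cells from peroxide-induced death in the single-dose screen, raw or plate-pattern-corrected value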;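 further: 0% = DMSO wells with peroxide and 100% = DMSO wells without peroxide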
# Vif inh = HIV Vif inhibition; HEK293T cells, Vif self-association by quenched fluorescence, imaging, 24 h; inhibition, % at 7.49 µM; actives 0.35% (n = 340,000); AID 602346; in the data active means inhibition above about 50%, passing the limit was not always enough; further: some results filed as inactive read as strong as hits
# Glyco luc inh = N-linked glycosylation inhibition | D54 ERlucT glycosylation luciferase reporter, 24 h; percent of 100 nM tunicamycin response | reporter increase, % at 12.5 µM | actives 0.23% (n = 360,000) | AID 588692;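 active means mean luciferase reporter signal, scaled so untreated is 0 and the glycosylation-blocking control 100, at or above a set limit in every replicate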;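 further: luciferase carries N-glycosylation sites so blocking glycosylation raises the light; 0% = median of neutral control wells and 100% = median of 100 nM tunicamycin wells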
# PDI inh = inhibitors of human protein disulfide isomerase; P07237; PDI insulin aggregation turbidity, A650, 90 min; inhibition, % at 10 µM; actives 0.052% (n = 350,000);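 active means mean inhibition across replicates of 30% or more, whatever share of single replicates reach that level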;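 further: absorbance from insulin aggregation driven by PDI reduction with DTT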
# Target sequence (P07237 whole entry, looked up): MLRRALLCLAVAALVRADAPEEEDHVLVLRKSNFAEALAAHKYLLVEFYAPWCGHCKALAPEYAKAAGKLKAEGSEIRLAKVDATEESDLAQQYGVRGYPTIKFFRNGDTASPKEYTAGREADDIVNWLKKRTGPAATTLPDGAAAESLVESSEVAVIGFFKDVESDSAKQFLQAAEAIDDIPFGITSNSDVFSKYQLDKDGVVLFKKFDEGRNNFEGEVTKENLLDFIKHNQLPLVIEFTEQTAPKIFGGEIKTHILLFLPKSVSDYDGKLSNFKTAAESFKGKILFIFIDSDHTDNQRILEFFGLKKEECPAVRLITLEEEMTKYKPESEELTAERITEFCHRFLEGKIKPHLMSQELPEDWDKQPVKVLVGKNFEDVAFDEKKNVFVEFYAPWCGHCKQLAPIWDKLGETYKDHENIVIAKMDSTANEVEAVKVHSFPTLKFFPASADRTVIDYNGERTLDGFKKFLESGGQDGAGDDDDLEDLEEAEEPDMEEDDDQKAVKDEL
# MC4R barr agon = agonists of human melanocortin 4 receptor (MC4R) beta-arrestin; actives 0.98% (n = 360,000); U2OS MC4R beta-arrestin complementation, luminescence; percent of melanotan II response, DMSO zero; activation, % at 8.9 µM;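 active means activation above a per-plate cutoff, the mean activation of sample wells on that plate plus 3 SD, cut at about 8% in these data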
# ABCB6 inh 2 = blocks the human ABCB6 transporter; K562-ABCB6 porphyrin accumulation, flow cytometry, 1 h; hits give low values; fluorescence ratio to DMSO, % at 10 µM; actives 0.19% (n = 360,000);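 active means fluorescence ratio to DMSO below 75%, the collection mean minus 3 SD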;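 further: signal is porphyrin accumulated inside mitochondria; 100% equals median channel fluorescence of DMSO control wells; lower ratio means ABCB6 inhibition with less porphyrin fluorescence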
# MC4R antagonist = antagonists of human melanocortin 4 receptor (MC4R); MC4R-expressing cells, MTII-stimulated cAMP, LANCE TR-FRET; inhibition, % at 6.5 µM; actives 0.48% (n = 360,000);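 active means inhibition above its plate's cutoff, the mean of tested wells on that plate plus 3 SD, cut at about 29% in these data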;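 further: 0% = Melanotan II alone and 100% = Melanotan II plus saturating MCL0020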
#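 system = U2OS cells with stable human MC4R expression | also added = Melanotan II challenge after compound preincubation | dosing = one concentration, 6.5 µM nominal | incubation = compound 30 min, challenge 1 h, detection 1 h | measured by = TR-FRET with Eu-cAMP and labeled anti-cAMP, 671 nm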
# Numbers without * were called inactive; . = not tested or not shown. Outcome played no part in choosing rows (roughly 3.6% active in at least one column).
SMILES,m5-HT2A agonist,aDG glyco act,CaV13 ICDI inh,Cardio protect,Vif inh,Glyco luc inh,PDI inh,MC4R barr agon,ABCB6 inh 2,MC4R antagonist
COCCCNC(=O)CSc1nc2ccccc2c(=O)n1CCc1ccc(S(N)(=O)=O)cc1,4.5,0.1,-4.8,30.8,-5.4,1.5,6.0,-3.1,96.0,2.3
COc1ccc(N(CC(=O)NCc2ccccc2OC)S(=O)(=O)c2ccccc2)cc1,1.2,0.2,-1.9,7.6,-30.0,-2.2,-3.9,4.0,102.0,-1.5
COc1cc(OC)cc(C(=O)Nc2nc(CC(=O)NCc3ccc(F)cc3)cs2)c1,1.0,-0.2,-5.3,23.2,-9.7,5.8,-0.5,-0.2,98.0,-15.2
Cc1ccccc1NC(=O)COC(=O)c1ccc2c(c1)OCCO2,2.7,0.0,-5.0,-6.2,30.9,1.3,-0.9,-1.0,92.0,0.0
Cc1cccc(-c2nc3ccccc3c(=O)n2NC(=S)N(C)C)c1,-0.7,0.1,-2.3,-3.0,-12.5,0.2,-0.2,-1.2,101.0,8.8
O=C(NNC1OC(CO)C(O)C(O)C1O)c1cccc(Br)c1 (configuration not stated),6.6,-0.4,-2.4,2.4,1.1,-0.8,5.7,-0.2,97.0,-3.0
COC(=O)/C(=C(/F)Sc1cc(C)c(O)c(C)c1)C(F)(F)F,16.0*,0.0,.,-15.2,2.6,0.2,-0.6,2.9,98.0,12.9
N#C/C(=C\C=C\c1ccccc1)C(=O)NCc1ccco1,-1.9,0.1,-2.6,-2.8,2.1,4.1,-5.3,-4.1,99.0,-5.4
COC(=O)c1cc(C#N)c(SCc2ccccc2)nc1C,-6.3,0.5,.,-17.0,-10.8,-2.6,-0.9,1.2,101.0,-5.1
CCOC(=O)Cn1c(=O)n(Cc2ccco2)c(=O)c2ccc(C(=O)NCCc3ccccc3)cc21,-2.6,0.2,-4.4,1.4,7.5,2.0,9.8,-1.9,95.0,2.0
NC(=O)Cn1cnc(-c2ccccc2)c1,-5.3,-0.3,.,4.7,15.3,0.9,-3.1,-0.2,93.0,0.2
CCCCCCCCCCOC(=O)C[N+](C)(C)CC1CCCCC1O (configuration not stated),-5.0,0.2,-2.9,-6.3,0.3,-1.2,6.6,0.6,98.0,8.8
CCc1nc2ccc(C(=O)NCCCn3ccnc3)cn2c1N(C)Cc1cccs1,-1.6,-0.1,-4.6,3.4,-1.6,-1.0,0.2,-2.6,95.0,4.5
Cc1sc2nc(CSCC(=O)NC3CCCCC3)[nH]c(=O)c2c1C,-3.9,-0.2,-4.7,27.2,-19.0,2.6,7.6,-1.3,105.0,14.5
Cc1c(N(C)S(=O)(=O)c2cccc(C(=O)NCC3CCCO3)c2)c(=O)n(-c2ccccc2)n1C (configuration not stated),3.9,-0.2,-4.2,-1.4,0.4,-0.6,-13.3,2.1,97.0,0.0
O=C(CSc1nnc(-c2ccccc2)c(-c2ccccc2)n1)NCC1CCCO1 (configuration not stated),-7.0,0.1,-4.7,-5.7,16.5,-2.3,-3.7,-1.4,96.0,-0.9
Cc1cc(N2CCN(C)CC2)nc2ccc(NC(=S)NCCC(C)C)cc12,-9.9,1.9,-1.7,-0.6,-3.8,-3.4,0.9,-1.4,99.0,11.4
Cc1oc(-c2ccc(Cl)cc2)nc1CS(=O)CC(=O)NCCCN(C)C1CCCCC1 (configuration not stated),-3.9,-0.2,-5.1,3.7,-15.2,-0.9,2.4,-0.1,97.0,-4.7
CCOC(=O)n1c(=O)[nH]c2ccc(Br)cc21,-1.6,0.1,-11.5,-7.2,-10.7,1.3,2.1,-1.4,100.0,-0.4
Cc1cc(O)c(C2=Nc3ccccc3SC(c3ccc(Cl)cc3)C2)c(=O)o1 (configuration not stated),-3.6,-0.2,-17.0,-16.9,-3.0,-18.5,5.6,-2.9,95.0,30.6*
COc1ccc2oc(C(=O)OCC(=O)Nc3ccc(OC)c(S(N)(=O)=O)c3)c(C)c2c1,0.4,-0.2,-1.9,6.3,6.0,0.9,-8.3,1.1,101.0,0.8
O=Nc1c(O)[nH]c2ccc(Cl)cc12,3.5,-0.5,-2.2,-0.2,-1.7,0.1,-1.0,0.2,106.0,-1.2
Cc1ccc2c(C)c(C(=O)N(C)Cc3ccncn3)oc2c1C,-0.1,-0.1,-5.1,-1.7,-4.9,4.0,2.1,-0.1,96.0,11.2
Cc1ccc(Oc2ncccc2CO)cc1,2.5,-0.5,-3.9,1.8,1.7,0.0,-4.9,0.8,100.0,-1.8
CCc1ccc(N=Nc2ccc(O)c3[nH]cnc23)cc1,-9.8,0.1,-14.4,-4.4,4.6,7.6,-2.8,-1.1,430.0,-1.4
CC(C)CC(C(=O)OCC(=O)N1CCN(c2ccccc2)CC1)N1C(=O)c2ccccc2C1=O (configuration not stated),-9.3,0.0,-6.4,-1.6,25.7,-0.3,2.7,-1.6,95.0,4.1
CC1CCN(C(=O)CSc2nnc(N)s2)CC1,-6.7,0.1,-10.4,3.9,-5.7,0.4,-2.1,-3.8,108.0,13.4
Cc1cc(C)cc(OCC(=O)OCC(=O)c2cc(C)n(C3CC3)c2C)c1,1.3,1.2,.,-1.9,.,1.1,0.8,0.0,97.0,5.7
Clc1cncc(Cl)c1NNc1c2ccccc2nc2ccccc12,1.9,-0.1,-3.9,-7.0,-3.1,1.7,10.5,0.7,96.0,-5.9
O=C(CCc1nc2ccccc2c(=O)[nH]1)OCC(=O)c1cccc(Cl)c1,0.9,0.0,-2.4,47.5,2.4,4.1,0.9,3.4,99.0,-1.0
CCOc1ccc2c(c1)OC(c1ccccc1)(C(F)(F)F)NC2=O (configuration not stated),0.7,-0.3,-3.2,-6.3,1.3,1.7,5.1,7.9,98.0,-3.3
COc1ccc(OC)c2c(C)c(C)[nH]c12,1.5,-0.1,-4.2,-2.1,-1.6,2.7,-3.5,-0.1,97.0,3.9
Cc1nc2ccccc2n1CCOc1ccc(F)cc1,-4.9,0.0,-3.1,-3.3,6.0,-0.3,1.9,-1.3,96.0,-1.2
COC(=O)c1sc2ccccc2c1NC(=O)c1ccc(S(=O)(=O)N2CCC(C)CC2)cc1,-0.3,-0.8,-4.7,-1.4,-9.3,-0.5,0.7,-0.4,98.0,-5.2
COC(=O)c1ccc(Cn2cc(Cl)cn2)o1,0.2,0.2,-4.5,-1.9,2.0,-0.6,-3.6,-0.3,102.0,12.3
CCCCNC(=S)N1CCn2cccc2C1c1ccc(F)cc1 (configuration not stated),-4.3,0.2,-6.9,-8.5,-4.7,-7.0,8.9,1.1,100.0,1.4
CC1CC(C)CN(S(=O)(=O)c2ccc3c(c2)oc(=O)n3CC(=O)N2CCOCC2)C1 (configuration not stated),3.0,0.3,-6.2,-4.8,2.4,0.5,-1.3,0.0,97.0,2.9
CC(CC(=O)N1CCc2ccccc21)n1cccn1 (configuration not stated),10.4,0.0,-7.0,0.6,-2.4,1.0,4.4,-1.8,104.0,7.1
O=C(c1cc(F)c(F)cc1Cl)N1CCN(CCc2ccccc2)CC1,-6.9,0.0,-6.5,0.6,1.8,1.1,-5.1,-1.8,92.0,9.6
O=C1N=C(N2CCN(c3ccccc3)CC2)SC1Cc1ccccc1 (configuration not stated),3.5,0.3,-7.8,-7.9,2.6,-1.5,6.1,-0.6,100.0,-5.5
CCn1c(-c2cccnc2Cl)nc2cc(C)c(C)cc21,1.9,-0.2,-5.5,2.9,2.3,1.7,5.9,-2.4,94.0,0.1
C/C(=N\Nc1nccnc1Cl)c1ccc([N+](=O)[O-])cc1,-2.7,0.0,.,3.8,10.4,0.0,-4.7,-1.0,109.0,10.7
CCC(=O)N(CC(=O)Nc1sc(C)c(C)c1C(N)=O)C1CCCC1,6.6,-0.1,1.5,-5.8,-1.5,2.7,-4.0,-1.0,102.0,29.4*
Cc1ccc(SCc2nc(N)nc(Nc3ccccc3C)n2)cc1C,-4.6,0.0,-4.9,-7.3,0.2,3.6,-11.8,-0.6,96.0,7.8
NC(CSCc1ccccc1Cl)C(=O)O (configuration not stated),-1.8,-0.1,-1.9,-2.7,16.0,-0.5,7.2,-1.9,98.0,14.2
Cc1cc(C)nc(NS(=O)(=O)c2ccc(NC(=O)c3cc(=O)c4ccccc4o3)cc2)n1,-1.3,-0.2,-6.0,3.2,1.5,-0.3,8.1,-1.6,101.0,-1.1
CCOc1ccc(NC(=O)CN(C)C(=O)c2ccc(COc3ccccc3)cc2)cc1OCC,0.5,0.2,-3.3,-5.5,-3.3,0.5,0.7,-1.7,93.0,0.4
Cc1ccc(N(CC(=O)NCCSc2ccccn2)S(C)(=O)=O)cc1,-7.0,-0.5,1.5,-8.5,1.6,1.0,-2.9,-1.7,103.0,3.4
CN(C(=O)c1cnc(N2CCN(c3ncccn3)CC2)c2ccccc12)c1ccc(Cl)cc1,3.6,-0.3,.,10.7,.,-0.3,-19.8,-0.6,98.0,7.2
COc1ccc2c(c1OC)C(=O)OC2,-3.0,0.1,.,-3.9,-4.7,-2.0,.,1.1,101.0,-4.9
# Remaining list, next part.
SMILES,m5-HT2A agonist,aDG glyco act,CaV13 ICDI inh,Cardio protect,Vif inh,Glyco luc inh,PDI inh,MC4R barr agon,ABCB6 inh 2,MC4R antagonist
COc1ccc(CCNC(=O)CN2C(=O)NC3(CCOc4ccccc43)C2=O)cc1 (configuration not stated),-2.5,0.2,-4.6,-0.6,-2.7,1.5,-4.1,-2.5,100.0,-1.2
c1ccc2sc(NC3=NCN(C4CCCCCC4)CN3)nc2c1,-0.3,4.4*,-6.8,-14.6,7.1,-0.9,3.5,-1.6,98.0,8.5
CCOC1(C)OCC(=O)[C@]2(CCC3C4CCC5=CC(=O)C=CC5(C)C4C(=O)CC32C)O1 (some centres not stated),-1.7,-0.2,-3.6,1.9,.,0.6,-1.1,0.3,90.0,1.7
COc1ccc(C(=O)c2[nH]c(N)c(C(=O)NCCc3c[nH]c4ccccc34)c2-c2ccc(Cl)c(F)c2)cc1,6.0,-0.1,-5.0,.,.,.,.,.,97.0,.
O=C1Nc2ccccc2C(O)(C(=O)N2CCCCC2)N1c1ccccc1 (configuration not stated),-0.9,0.0,.,13.8,-2.2,-0.5,-10.4,3.2,98.0,1.6
Cc1ncc([N+](=O)[O-])n1Cc1ccccc1,-3.2,-0.3,-4.6,2.7,-8.2,0.8,-5.3,-2.3,96.0,0.7
O=C(NCCN1C(=O)S/C(=C\c2ccc(F)cc2)C1=O)c1cccc(S(=O)(=O)N2CCOCC2)c1,0.3,0.2,-2.2,-2.9,-5.7,5.8,1.9,-1.8,97.0,9.7

# 2 records drawn at random from the list so far, as already listed:
SMILES,m5-HT2A agonist,aDG glyco act,CaV13 ICDI inh,Cardio protect,Vif inh,Glyco luc inh,PDI inh,MC4R barr agon,ABCB6 inh 2,MC4R antagonist
COc1ccc(CCNC(=O)CN2C(=O)NC3(CCOc4ccccc43)C2=O)cc1 (configuration not stated),-2.5,0.2,-4.6,-0.6,-2.7,1.5,-4.1,-2.5,100.0,-1.2
CCOC1(C)OCC(=O)[C@]2(CCC3C4CCC5=CC(=O)C=CC5(C)C4C(=O)CC32C)O1 (some centres not stated),-1.7,-0.2,-3.6,1.9,.,0.6,-1.1,0.3,90.0,1.7

# Compound activity deposited in PubChem BioAssay by several laboratories.
